TNF necrop inh = TNF-alpha cell death inhibition in Jurkat FADD-/- cells. AID 463075. Jurkat FADD-/- TNF necroptosis rescue, ATP luminescence, 24 h; 0 = TNF only, 100 = no-TNF cells. hit rate 0.068% among 220,000. activation (protection from cell death), % at 10 µM;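 active = activation, meaning protection from cell death, of at least 50% relative to plate controls; inactive = activation below 50%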;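 note: necroptosis triggered by 40 ng/mL TNF-alpha added together with compound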
zVAD death inh = L929 zVAD cell death inhibition; hit rate 0.38% among 220,000; AID 1377; viability rescue, % at 10 µM; L929 zVAD necroptosis rescue, ATP luminescence, 24 h; with zVAD 60 µM;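 active = activation, scaled between plate controls, above about 75%, limit read from the data; inactive = activation under that limit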;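 note: 0% = zVAD with DMSO and 100% = DMSO alone without zVAD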
Hck-Nef inh = blocks Nef-activated human Hck kinase; AID 463187; hit rate 0.68% among 220,000; Recombinant Hck-YEEI plus Nef, Z-Lyte FRET kinase assay; P08631; inhibition, % at 20 µM;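 active = Hck-Nef kinase inhibition above about 50%, limit read from the data; inactive = inhibition below that limit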;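 note: 0% = DMSO with Hck plus Nef and 100% = Hck alone without Nef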
PERK inhibitor = human PERK inhibition, primary cell-based screen | Q9NZJ5 | CHO PERK-DD fusion, SEAP luminescence translation reporter | inhibition, % at 5.6 µM | hit rate 0.17% among 220,000;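 active = inhibition above the mean inhibition of all tested compounds plus 3 SD, set separately per screening campaign, cut at about 2.9% in these data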;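 note: PERK kinase domain activated by AP20187 dimerizer at 100 nM; 0% = DMSO with dimerizer and 100% = rapamycin at 8.4 µM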
Runt-SMMHC FRET = blocks binding of human RUNX1 Runt domain to CBFb-SMMHC; Q01196+Q13951; hit rate 0.74% among 220,000; inhibition, % at 20 µM; Cerulean-Runt/Venus-CBFb-SMMHC FRET ratio 530/480, 1 h;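 active = mean inhibition across duplicate retests at 20 µM reaching about 50%, limit read from the data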;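 note: 0% = DMSO wells and 100% = wells with excess untagged CBFb-SMMHC; inhibitors lower the FRET ratio by blocking Runt binding to CBFb-SMMHC; some results filed as inactive read as strong as hits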
Target sequence (Q01196 whole entry, looked up, the tested form may be a part): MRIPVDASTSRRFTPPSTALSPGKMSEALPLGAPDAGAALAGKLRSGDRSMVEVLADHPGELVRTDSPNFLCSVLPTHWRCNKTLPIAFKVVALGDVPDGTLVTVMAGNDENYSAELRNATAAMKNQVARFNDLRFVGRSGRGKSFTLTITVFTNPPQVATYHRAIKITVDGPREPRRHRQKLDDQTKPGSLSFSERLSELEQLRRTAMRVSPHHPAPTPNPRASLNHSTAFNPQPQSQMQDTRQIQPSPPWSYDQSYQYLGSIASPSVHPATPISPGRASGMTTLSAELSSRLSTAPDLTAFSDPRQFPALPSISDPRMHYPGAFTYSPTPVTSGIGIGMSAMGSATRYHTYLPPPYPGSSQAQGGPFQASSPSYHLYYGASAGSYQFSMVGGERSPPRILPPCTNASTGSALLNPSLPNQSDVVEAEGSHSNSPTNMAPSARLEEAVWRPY
Target sequence (Q13951 whole entry, looked up, the tested form may be a part): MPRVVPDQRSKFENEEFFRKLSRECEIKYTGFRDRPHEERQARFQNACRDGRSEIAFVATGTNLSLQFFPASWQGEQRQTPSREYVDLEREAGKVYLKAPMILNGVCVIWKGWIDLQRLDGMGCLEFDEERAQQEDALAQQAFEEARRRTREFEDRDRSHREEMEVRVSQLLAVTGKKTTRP
RBBP9 inh = inhibitors of human serine hydrolase RBBP9 | hit rate 0.2% among 220,000 | AID 1515 | inhibition, % at 7.94 µM | O75884 | recombinant RBBP9, FP-Rh probe fluorescence polarization;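 active = inhibition above the campaign mean of all tested compounds plus 3 SD, cut at about 14% in these data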;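 note: plate controls were DMSO wells with RBBP9 for no effect and wells lacking RBBP9 protein for full effect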
Target sequence (O75884 whole entry, looked up): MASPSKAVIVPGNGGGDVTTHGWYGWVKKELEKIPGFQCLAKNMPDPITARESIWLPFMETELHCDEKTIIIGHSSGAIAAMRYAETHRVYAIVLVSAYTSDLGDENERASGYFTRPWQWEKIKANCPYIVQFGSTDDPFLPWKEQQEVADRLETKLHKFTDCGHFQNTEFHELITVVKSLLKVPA
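Test system: recombinant human RBBP9. Quantity: 2.5 µM RBBP9 dispensing solution, before mixing. Detection: FP readout at 525/598 nm. Reagent: Serine-hydrolase probe FP-Rh, 375 nM pre-mixing. Measure: % inhibition. Control set: DMSO-treated enzyme wells and wells lacking RBBP9. Buffer or medium: Tris-NaCl-Pluronic buffer, pH 8.0. Times: preincubation 30 min plus labeling 45 min at 25 °C.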
Runt-CBFb FRET = Runt domain-CBFb interaction inhibition | inhibition, % at 20 µM | AID 1496 | Cerulean-Runt/Venus-CBFb FRET ratio 530/480, 1 h | hit rate 0.46% among 220,000;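 active = inhibition over about 50% at 20 µM in the single-dose screen, limit read from the data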;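 note: 0% = DMSO wells and 100% = excess unlabeled CBFb competitor control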
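Measured by: fluorescence energy transfer, 422 nm excitation, 530/480 nm emission; test system: Cerulean-tagged RUNX1 Runt domain (FRET donor) fusion protein; buffer or medium: Tris pH 7.5 buffer with BSA; compound: one dose, 20 µM compound, 1% DMSO; times: two 1 h room-temperature incubations shielded from light; benchmarks: unlabeled CBFb 5 µM, positive control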
EP2 antag = inhibitors of human EP2 prostaglandin E2 receptor. P43116. C6 glioma cells expressing human EP2, cAMP TR-FRET; cells stimulated with saturating PGE2. inhibition, % at 25 µM. hit rate 0.52% among 260,000;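 active = percent inhibition above 40 after rounding to a whole number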;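 note: rat C6 glioma host cells with rolipram phosphodiesterase inhibitor present; the protocol text gives 20 µM as final concentration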
EP2 modulator = EP2 receptor (human) modulation | P43116 | EP2-expressing cells, cAMP HTRF FRET, PGE2 co-stimulation | induction, % at 25 µM | hit rate 0.83% among 260,000 | AID 940;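 active = compounds whose cAMP rise, as percent of the full-agonist control response, exceeds 60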;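 note: rat C6 glioma line stably carrying human EP2 under a CMV promoter; the protocol text gives 20 µM as final concentration; 100% = response of wells given 1 µM PGE2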
Starred values were filed as active, the others as inactive; · = not tested or not shown; & = joins results of further samples. The list is partial, so the mix of outcomes need not match the whole.

SMILES | TNF necrop inh | zVAD death inh | Hck-Nef inh | PERK inhibitor | Runt-SMMHC FRET | RBBP9 inh | Runt-CBFb FRET | EP2 antag | EP2 modulator
O=C(CN1C(=O)CC(c2ccccc2)S(=O)(=O)c2ccccc21)N1CCOCC1 (stereo not given) | 0.0 | 1.1 | 7 | 0.8 | -4 | -3 | · | 2 | 14
S=c1[nH]nc(CSCCOc2ccc(Cl)cc2Cl)o1 | -0.7 | 0.6 | -6 | 0.1 | -1 | -10 | 7 | 16 | 6
COc1ccc(-n2cc(-c3ccc(OC(F)F)cc3)[n+]3c2CCCCC3)cc1 | -0.7 | -1.4 | 15 | 0.9 | 1 | -11 | -1 | 5 | -29
CCOC(=O)C1=C(C)NC(=O)NC1c1ccc(OC(=O)c2ccco2)cc1 (stereo not given) | -1.2 | -0.5 | 6 | 0.1 | 1 | -2 | -1 | 11 | 13
O=C(CNC1CCCCC1)Nc1ccc([N+](=O)[O-])cc1C(=O)Nc1ccccc1F | 0.2 | -0.2 | -3 | 0.9 | 2 | -1 | 0 | 9 | 14
Cc1ccccc1Cn1ccc(NC(=O)c2nn3cccnc3c2Cl)n1 | 3.9 | 7.1 | 22 | -1.5 | -2 | 1 | -2 | 3 | -61
CC1=C(C(=O)Nc2cccc(C)n2)C(c2ccc3c(c2)OCO3)C2=C(CC(c3ccco3)CC2=O)N1 (stereo not given) | -2.9 | -0.8 | 19 | -1.0 | 14 | -10 | 21 | 4 | 9
COc1ccc(C2=NOC(C(=O)NCc3ccccc3)C2)cc1 (stereo not given) | -8.2 | -0.2 | 3 | 0.3 | -4 | -2 | 1 | · | -25
Cc1ccc2c(n1)sc1c(-c3ccccc3)c(C#N)c(N)nc12 | -9.0 | 0.4 | 9 | 0.5 | 100* | -7 | 18 | 12&12 | 15&11
CCNc1nc(N)c(C(=O)C23CC4CC(CC(C4)C2)C3)s1 | 2.4 | 2.9 | 21 | 0.7 | 2 | -2 | -2 | 6 | 0
COC(=O)C1=C(C)NC2=C(C(=O)C(C(=O)OC)C(c3ccc(OC)cc3)C2)C1c1ccccn1 (stereo not given) | -3.8 | 0.0 | 23 | 0.5 | 70* | -9 | 35 | 6 | -21
CCN(Cc1ccccc1)S(=O)(=O)c1ccc(S(=O)(=O)N(Cc2ccccn2)Cc2ccco2)cc1 | 0.5 | -0.8 | -1 | 1.4 | -10 | 1 | -2 | 7 | -2
CC1=NN(C(=O)CSCc2ccccc2)C(O)(c2ccc(Cl)cc2)C1 (stereo not given) | 5.1 | 0.4 | 0 | 1.7 | 1 | -1 | -1 | 1 | 13
CCN(CC)S(=O)(=O)c1ccc(=O)[nH]c1 | 0.1 | 2.1 | 22 | 1.4 | 0 | 7 | -1 | 4 | -4
O=C(Nc1ncc(Cc2ccccc2)s1)C1=NCCN1 | -1.5 | -1.2 | -4 | 1.5 | 2 | 1 | 3 | 4 | 4
O=c1cc(O)c2sc3nc(-c4ccccc4)cc(C(F)(F)F)c3c2[nH]1 | 4.1 | 1.8 | 0 | 0.4 | -21 | 3 | 6 | 11 | -7
CCOC(=O)C1(Cc2cccc(F)c2)CCN(Cc2c(C)nn(CC)c2C)CC1 | 3.1 | -0.1 | 21 | -2.4 | 3 | -4 | 2 | 2 | -4
CCOc1ccccc1C1N(c2ccc(F)cc2)C(=O)C2CCCN21 (stereo not given) | 0.1 | · | -6 | 1.0 | -1 | -3 | 0 | 11 | 10
Cc1onc(-c2c(Cl)cccc2Cl)c1C(=O)N1C=CC(C(F)(F)F)=NCC1 | -3.9 | -0.3 | 0 | -0.6 | 1 | -9 | 0 | 3 | 18
CC1=C(C(=O)OCCOC(C)C)C(c2cc3c(cc2Br)OCO3)CC(=O)N1 (stereo not given) | -1.1 | -0.5 | -22 | -1.3 | 2 | -14 | -3 | 9 | 20
COc1cccc(NC(=O)Nc2cc(NC(=O)Nc3cccc(OC)c3)c(C)nc2C)c1 | 3.0 | 1.7 | 5 | 0.6 | -56 | -18 | -2 | 6 | -39
C=CCOc1ccccc1CNCc1cccnc1 | 0.4 | -0.1 | 6 | 0.3 | 2 | 1 | 0 | 1 | 7
COCCOC(=O)C1=C(C)NC2=C(C(=O)CCC2)C1c1cc2c(cc1Br)OCO2 (stereo not given) | -0.3 | 0.1 | 6 | -0.6 | 15 | -3 | 4 | 8 | 22
O=C(Nc1ccc(Cl)c(Cl)c1)c1ccc(Cn2c(=O)[nH]c3ccsc3c2=O)cc1 | 1.7 | · | -3 | 0.8 | -1 | -1 | 0 | 9 | -20
N#Cc1c(Oc2ccc3ccccc3c2)sc(C(=O)c2ccccc2)c1N | -14 | 0.0 | 0 | -0.3 | 9 | -3 | -4 | 12 | 34

Other results.
SMILES | TNF necrop inh | zVAD death inh | Hck-Nef inh | PERK inhibitor | Runt-SMMHC FRET | RBBP9 inh | Runt-CBFb FRET | EP2 antag | EP2 modulator
Cc1ccc(S(=O)(=O)Nc2nc3ccc(S(C)(=O)=O)cc3s2)cc1 | -1.2 | 0.7 | 0 | 2.1 | 0 | 0 | 1 | 8 | 4
CCc1ccccc1NC(=S)N(CCCN1CCOCC1)Cc1cccs1 | 0.9 | -0.7 | 5 | 0.3 | -1 | -1 | -3 | 5 | -13
O=C(CN1C2=NCCCN2c2ccccc21)c1ccc([N+](=O)[O-])cc1 | 0.9 | 0.4 | 25 | 0.2 | -3 | -5 | 2 | 3 | -40
Cc1ccc(NC(=O)COC(=O)c2ccc3c(c2)OCO3)c(C)c1 | -0.1 | 0.9 | 1 | 1.0 | -1 | -10 | -2 | 11 | -22
CCOC(=O)C1=C(C)C(c2ccc(OC)cc2)NC(=O)N1 (stereo not given) | 2.0 | 3.5 | 5 | 0.7 | 0 | -6 | 1 | 12&11 | 12&-2
Clc1cccc(/C(Cc2nc3ccccc3[nH]2)=N\Nc2ccccc2)c1 | 0.5 | 0.0 | 1 | 0.1 | -2 | -2 | 3 | 7 | 17
Cc1nn(CCCC(=O)Nc2cnn(Cc3ccc(F)cc3)c2)c(C)c1[N+](=O)[O-] | 3.9 | 0.7 | 25 | -1.2 | 4 | -4 | 1 | 5 | 15
Nc1nc(Nc2cccc(F)c2)nc2ccccc12 | -6.2 | 3.4 | 1 | 1.1 | 2 | 1 | -145 | 6 | -34
O=c1cc(-c2ccccc2)c2c([nH]1)CCCC2 | -1.4 | -0.8 | -1 | 0.5 | 1 | -1 | · | 3 | 5
CC1CCN(c2[nH]c(=S)c(C#N)c3c2CCCC3)CC1 | -4.2 | 0.7 | -1 | 2.5 | 2 | -3 | 4 | 21 | 37
COCC(=O)Nc1ccc([N+](=O)[O-])cc1OC | -0.3 | -0.4 | 4 | 0.3 | -1 | -8 | 2 | 6 | 14
CC(=O)NC1CC2CCCC(C1)N2CC(=O)N1CCCc2ccccc21 (stereo not given) | -1.1 | -0.3 | 1 | 0.0 | 1 | -3 | -3 | 5 | 23
Cc1ccccc1-n1cc(CNCc2c(C(=O)N(C)C)nc3ccc(Cl)cn23)cn1 | 0.3 | 4.5 | 20 | -0.1 | 2 | -7 | 0 | 10 | 2
Cc1onc(-c2c(F)cccc2Cl)c1C(=O)OCC(=O)NC(c1ccccc1)c1ccccc1 | -3.1 | -0.4 | 12 | -2.1 | 0 | -7 | 6 | 9 | 34
c1ccc(C2=Nc3ccccc3OC2)cc1 | 10 | 19 | 1 | 0.0 | 1 | -9 | 6 | 17 | -1
CN(C)S(=O)(=O)c1ccc2c(c1)nc(CCC(=O)Nc1ccc(N3CCOCC3)cc1)n2C | 1.2 | 3.3 | 4 | 0.6 | 2 | 0 | 4 | 9 | 23
CCNc1nc(NCC)nc(N(C#N)C(C)C)n1 | -0.4 | -1.0 | 15 | 0.4 | 1 | -2 | -1 | 3&7 | 20&17
O=C(O)c1cc(-c2ccncc2)nc2ccc(F)cc12 | -0.2 | 1.2 | 0 | 0.9 | 1 | -9 | 0 | 4 | 12
O=C(NC(Nc1ccc(F)cc1)(C(F)(F)F)C(F)(F)F)c1cccnc1 | 3.5 | 1.1 | 3 | 0.9 | 0 | 8 | -1 | 5 | 6
O=C(O)c1cc(-c2cccs2)nn1-c1cccc(Cl)c1 | 0.0 | 0.6 | 9 | 1.3 | -5 | 2 | 0 | 9 | 11
O=C(CSCC(=O)Nc1cccc2ccccc12)Nc1cccc2ccccc12 | 2.6 | -0.1 | 19 | 0.6 | 1 | -6 | 9 | 4 | 2
Oc1ccc(C=NCC2COc3ccccc3O2)cc1 (stereo not given) | -6.8 | -1.2 | -20 | -0.5 | 1 | -4 | 1 | 6 | 10
CN(C)S(=O)(=O)c1cccc(NC(=S)N/N=C/C(c2ccccc2)c2ccccc2)c1 | 0.2 | 0.2 | -2 | -0.6 | 2 | -10 | 0 | 3 | -11
COc1ccc(C)cc1NC(=O)C12CCC(C)(C(=O)O1)C2(C)C (stereo not given) | -0.1 | 0.2 | -17 | -0.8 | -1 | -10 | 4 | 7 | 0
CCC(=O)c1c[nH]c(C(=O)NCc2ccco2)c1 | -2.8 | -0.4 | -1 | 0.5 | 2 | -7 | 2 | 10 | 22

New compounds follow
SMILES | TNF necrop inh | zVAD death inh | Hck-Nef inh | PERK inhibitor | Runt-SMMHC FRET | RBBP9 inh | Runt-CBFb FRET | EP2 antag | EP2 modulator
Cc1cc(C)nc(N/N=C/c2ccc(N3CCOCC3)cc2)n1 | 1.1 | 0.7 | -9 | 1.3 | -3 | -8 | 2 | 2 | -36
COc1cc(C(=O)n2nc(C)cc2C)cc(OC)c1OC | 0.7 | -0.9 | -3 | 0.5 | 1 | 0 | -2 | 9 | 5
O=C1COc2ccc(C(=O)NCc3ccc4c(c3)OCO4)cc2N1 | -2.1 | -0.5 | 0 | 1.1 | -11 | -10 | -1 | 5 | -11
O=C(COC(=O)c1ccc([N+](=O)[O-])o1)c1ccccc1 | 0.3 | · | -13 | -0.3 | 0 | -11 | 1 | 9 | 2
CN1C(=O)c2ccccc2N(C)C1c1ccccc1Cl (stereo not given) | -0.1 | -0.9 | 2 | 0.0 | 19 | -8 | 6 | 0 | 53
CCOC(=O)C1=C(CS(=O)(=O)c2ccccc2)NC(=O)NC1c1ccc(O)c(OC)c1 (stereo not given) | 1.9 | 0.3 | 15 | -0.2 | 2 | -11 | 3 | 5 | -6
Cc1ccc(Cl)cc1NS(=O)(=O)c1c(C)[nH]c(=O)[nH]c1=O | 0.8 | 0.8 | -2 | 1.6 | -2 | -1 | 0 | 1 | 18

Screens as filed in PubChem.
